Screening results as filed in PubChem.
INS promoter inh: inhibitors of insulin promoter-driven GFP, primary screen, imaging, TRM-6 cells (human fetal islet line), eGFP reporter, cell count | reporter expression induced with tamoxifen | inhibition, % at 2 µM | 130,000 tested, 0.9% active;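 active = inhibition above the mean plus 3 SD, with well images judged a real hit on visual review, cut at about 60% in these data, passing the limit was not always enough; inconclusive = inhibition over the cutoff but images rejected on review; inactive = inhibition not above the cutoff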
SDO1 yeast rescue: growth rescue of sdo1-depleted yeast, primary screen, S. cerevisiae, bone marrow failure model. S. cerevisiae sdo1-depleted JHY4D growth rescue, OD600 30 h; stronger effect = higher value; pdr5 snq2 efflux-pump mutant strain. AID 817, 2007. z-score at 10 µM. 140,000 tested, 0.21% active;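 active = z-score above 3 at both the 24 hr and the 30 hr optical density reads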;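 also: z-score against mean and SD of all compound wells on the same plate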
SDO1 yeast rescue Rescue 24 h: second read-out of SDO1 yeast rescue, no call of its own (marks repeat the call); z-score; S. cerevisiae sdo1-depleted JHY4D growth rescue, OD600; measured here: growth rescue at 24 h;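 0 is the plate mean of compound wells and units are plate SD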
An asterisk follows results filed as active; i = inactive; ? = inconclusive; · = no result given. Compounds as they come, and some 0.99% of all compounds hit somewhere here.

SMILES | INS promoter inh | SDO1 yeast rescue | SDO1 yeast rescue Rescue 24 h
CCCOc1ccc(OCCOCCNCc2ccccc2)cc1 | -18 | 0.81 | 0.9
Cc1nc(SCC(=O)NC(=O)NCc2ccccc2)nc(C)c1C | 28 | -0.07 | -0.82
CC(C(=O)NCc1cccs1)n1cccc1 (stereo not drawn) | -64 | -0.03 | -1.3
Cc1cc(Br)c2c(c1)=C(c1sc(N3CCCCCC3)nc1O)C(=O)N=2 | 33 | -1.6 | -0.26
CSc1ccccc1NC(=O)CN(C)Cc1ccc(Br)cc1 | · | -1.1 | -1.1
O=C(NCc1ccccc1)C1CCN(S(=O)(=O)c2cccc3cccnc23)CC1 | · | -0.34 | -0.29
COCc1cc(=O)n2[nH]c(C(F)(F)F)nc2n1 | 3 | 0.61 | 0.32
CC(C)OCCCNC(=O)c1c(N)n(/N=C/c2cccs2)c2nc3ccccc3nc12 | -13 | 0.34 | 2.1
CCOC(=O)CSc1ncnc2c1nnn2-c1ccc(F)cc1 | -73 | -0.95 | -0.07
COc1cccc(-c2nnc(NC(=O)c3ccc4ncsc4c3)o2)c1 | 0 | -0.52 | -0.09
Fc1ccc(CSc2nncn2NCc2ccccc2)cc1 | -428 | 0.4 | -0.99
CC(C)CNC(=O)c1cc(-c2ccc(Cl)c(Cl)c2)on1 | · | 0.04 | -0.43
CCc1ccc(NC(=O)C(C)OC(=O)c2ccc(NS(=O)(=O)c3ccc(C)c([N+](=O)[O-])c3)cc2)cc1 (stereo not drawn) | -38 | -0.27 | -1
Cc1cc(C)cc(NC(=S)Nc2ccccn2)c1 | 37 | -1 | -0.86
O=C1[C@@H]2CSCN2C(=O)CN1CCc1cccc(F)c1 | · | 0.86 | -0.02
Cc1occc1C(=O)N/N=C/c1c[nH]c2ccccc12 | 23 | 0.31 | -0.13
c1ccc2nc(-c3ccncc3)ccc2c1 | 13 | 0.15 | -0.08
CN1C(=O)C(=O)N(CC(=O)N2CCc3ccccc32)C1=O | -4 | 0.62 | 0.07
Cc1ccnc(N2CCC(C(=O)Nc3ccc4c(c3)CCC4)CC2)n1 | -73 | -0.17 | 0.57
S=C1NCN(C2CCCCC2)CN1Cc1ccccc1 | · | 0.29 | -0.04
COc1ccccc1NC(=O)C1(C)Cc2ccccc2C(=O)O1 (stereo not drawn) | 14 | 0.63 | -0.07
Cc1cc(C)cc(OCc2ccc(C(=O)N3N=C(C(F)F)CC3(O)C(F)F)o2)c1 (stereo not drawn) | 54 | -0.68 | 0.39
CCOC(=O)c1c(C)[nH]c(C)c1C(=O)CSc1nc2ccccc2c(=O)n1-c1ccc(Cl)cc1 | -7 | -1 | -0.02
CC1=C/C(=N\NC(=O)c2ccc(O)cc2)CC1 | · | 0.7 | 0.7

Entries above that contain four or more nitrogen atoms (7):
SMILES | INS promoter inh | SDO1 yeast rescue | SDO1 yeast rescue Rescue 24 h
Cc1nc(SCC(=O)NC(=O)NCc2ccccc2)nc(C)c1C | 28 | -0.07 | -0.82
COCc1cc(=O)n2[nH]c(C(F)(F)F)nc2n1 | 3 | 0.61 | 0.32
CC(C)OCCCNC(=O)c1c(N)n(/N=C/c2cccs2)c2nc3ccccc3nc12 | -13 | 0.34 | 2.1
CCOC(=O)CSc1ncnc2c1nnn2-c1ccc(F)cc1 | -73 | -0.95 | -0.07
COc1cccc(-c2nnc(NC(=O)c3ccc4ncsc4c3)o2)c1 | 0 | -0.52 | -0.09
Fc1ccc(CSc2nncn2NCc2ccccc2)cc1 | -428 | 0.4 | -0.99
Cc1ccnc(N2CCC(C(=O)Nc3ccc4c(c3)CCC4)CC2)n1 | -73 | -0.17 | 0.57

(further entries)
SMILES | INS promoter inh | SDO1 yeast rescue | SDO1 yeast rescue Rescue 24 h
Cc1cc(C)nc(NC(=O)CSc2ccccn2)n1 | 31 | -0.25 | -1.3
O=C(N/N=C/c1c(Cl)cccc1Cl)c1n[nH]c2c1CCCC2 | · | -1.1 | -0.87
O=C(CSc1ncc(-c2ccccc2)n1-c1ccccc1)NCc1ccco1 | -3 | -2 | -1.7
O=C(COC(=O)C(O)c1ccccc1)NC12CC3CC(CC(C3)C1)C2 (stereo not drawn) | 32 | -0.82 | -1.1
COC(=O)c1cc(NC(=O)Nc2ccccc2OC)cc(C(=O)OC)c1 | -12 | -0.25 | -0.23
COc1cccc(N(C(=O)c2ccco2)c2nc(-c3sc(NC(=O)c4ccco4)nc3C)cs2)c1 | 32 | -0.86 | 0.66
O=C(CN1CCOCC1)n1c2c(c3ccccc31)CCCC2 | 33 | · | ·
Cc1ccc(OCCCC(=O)NCc2ccco2)c(C)c1 | 0 | · | ·
C=CC12C=CC=CN1C(C(=O)OC)=C(C(=O)OC)C(C(=O)OC)=C2C(=O)OC (stereo not drawn) | -12 | 0 | -0.16
Cc1ccc(Sc2c(C(=O)Nc3ccc(F)cc3F)c(C(F)(F)F)nn2C)cc1 | · | -0.29 | -0.55
CC(OC(=O)c1ccc2c(=O)n3c(nc2c1)CCC3)C(N)=O (stereo not drawn) | 18 | · | ·
COC(=O)CN1C(=O)N/C(=C/c2ccccc2OC)C1=O | 17 | · | ·
Cc1nn(-c2ccccc2)c2nc(-c3ccncc3)cc(C(=O)NCc3ccco3)c12 | · | -0.71 | 0.13
CC1CCCC(NC(=O)COC(=O)Cc2ccsc2)C1C (stereo not drawn) | -30 | 0.49 | 0.29
O=[N+]([O-])c1ccc(Oc2ccc(F)cc2)c2ccncc12 | 55 | -2 | -0.76
Cc1cc(-c2ccc(/C=N/n3cnnc3)o2)ccc1Cl | -167 | -0.01 | 0
Cc1ccc(NC(=S)/C(=C(\[O-])c2ccc(F)cc2)[n+]2ccccc2)cc1 | 7 | · | ·
CCN(CC)C(=O)c1c2c(nc3ccccc13)-c1ccccc1CC2 | -41 | -0.77 | -0.2
CN(C)Cc1c(O)ccc2c(-c3ccccc3)cc(=O)oc12 | -13 | · | ·
O=[N+]([O-])c1nn(-c2ccccc2)n(O)c1=NCCc1ccccc1 | 3 | -1.6 | -1.5
O=C(Nc1ncc(Cc2ccccc2)s1)c1cccs1 | -48 | -1 | -0.62
CCOc1ccc(N=c2scc(-c3ccc(OC)cc3)n2CCO)cc1 | 26 | -0.79 | 0.16
O=C(Nc1ccccc1)c1ccc2c(c1)OCO2 | 21 | 0.37 | 0.08
CN1CCN(C(=O)c2cnn(-c3ccccc3)c2NC(=O)c2ccccc2)CC1 | -20 | · | ·
CCSc1nnc(NC(=O)NC2CCCCC2)s1 | 50 | · | ·
Cc1ccc(C(OCCN(C)C)c2cccc(C(F)(F)F)c2)cc1 (stereo not drawn) | · | 0.13 | 0.35
CN(C)c1ccc(NC(=O)c2ccc([N+](=O)[O-])cc2Cl)cc1 | 5 | -0.32 | -0.08
CCC(=O)OCc1c(C(F)(F)F)nn(C)c1Oc1cccc(C(F)(F)F)c1 | -13 | 0.07 | -0.08
CC1=CC(C)C2C(=O)N(CCCN(C)C)C(=O)C2C1 (stereo not drawn) | -29 | 0.53 | -0.03
CCN(CC)C(=O)C(=O)c1cccn1-c1cccc(-n2cccc2C(=O)C(=O)N(CC)CC)c1C#N | -29 | 0.16 | -1.6
CCSc1nnc(NC(=O)CCc2ccc(OC)cc2)s1 | -53 | 1.4 | 1.2
Cc1ccn2cc(CCNC(=O)C3CCCCC3)nc2c1 | · | 0.41 | 0.05
CC1(C)CC(=O)C2=C(C1)Nc1ccccc1NC2c1ccc2c(c1)OCO2 (stereo not drawn) | -67 | -0.22 | -1.2
Cc1cccc(NCCC(=O)c2ccc(Br)cc2)c1 | · | -0.43 | -0.67
Cc1nc2ncnn2c(C)c1Cc1ccc(Cl)cc1F | 25 | -0.29 | -1.3
CCc1c(C(=O)N/N=C/c2cn[nH]c2-c2ccc(F)cc2)csc1C | -179 | 1.3 | 1.6
CC(OC(=O)C1CSC2(c3ccc(F)cc3)CCC(=O)N12)C(=O)NC(N)=O (stereo not drawn) | 25 | · | ·
O=C(Nc1ccc(Cc2ccncc2)cc1)C1CC1 | -8 | 0.98 | 0.72
CC(/C=C/c1ccccc1)=N/NC(=O)c1nc2nc(C)cc(C)n2n1 | 17 | · | ·
CC1=C(C(=O)Nc2ccccc2F)C(c2ccsc2)C2=C(CC(c3ccccc3)CC2=O)N1 (stereo not drawn) | -11 | -1.3 | -1.5
CCN1C(=O)N[C@@H](c2ccc(Br)cc2)C(C(=O)OC)=C1C | 65* | -0.13 | -0.16
CCN(CC)c1ccc(N=Cc2ccccc2[N+](=O)[O-])cc1 | -175 | -0.45 | -0.33
CCCC12CN3CC(C)(CN(C1)C3c1ccc(OC)cc1)C2=O (stereo not drawn) | · | 1.4 | 0.8
COc1cccc(-c2nc3n(n2)C(c2ccc4c(c2)OCO4)C(C(N)=O)=C(C)N3)c1 (stereo not drawn) | 21 | -0.3 | -1.1
Cc1c(C(=O)NCc2ccccc2)cnn1-c1ccccc1 | -24 | -0.13 | -0.05
Oc1ccc(Br)cc1-c1nc2cnccn2c1NC1CCCCC1 | 32 | -2.3 | -1.2
Cc1ccc(S(=O)(=O)NCCCCCC(=O)Nc2nccs2)cc1 | -71 | 0.97 | 0.99
COc1cccc(C(=O)Nc2ccc(S(=O)(=O)Nc3onc(C)c3C)cc2)c1 | -11 | 0.06 | -0.55
Cc1ccccc1-n1c(SCc2c(C)noc2C)nnc1-c1c[nH]c2ccccc12 | -3 | 0.45 | 0.57
Cc1cccc(C)c1N1CCN(C(=O)Nc2ccc3c(c2)OCCO3)CC1 | 19 | -0.88 | 0.17
CC(C)(C)NC(=O)CN(C(=O)CNS(=O)(=O)c1ccccc1)c1ccc2c(c1)OCCO2 | 25 | -0.16 | -1
CN1/C(=C/C2CC(=O)N(c3cccc4ccccc34)C2=O)C(C)(C)c2ccccc21 (stereo not drawn) | i | 0.03 | -0.02
COC(=O)c1cc2sc(Cl)cc2n1Cc1nc(-c2ccccc2)oc1C | · | -1.9 | 0.87
Cc1cc[n+](-c2[nH]c(=O)sc2/C=N/NC([S-])=Nc2ccccc2)cc1 | 10 | -0.24 | -0.51
O=C(Nc1ccccc1N1CCCCC1)c1ncoc1-c1ccc(F)cc1 | -7 | -1.4 | -0.71
COc1cccc(CC(=O)Nc2ccc3nc(C)sc3c2)c1 | -40 | -1.4 | -0.68
CC(C)c1ccccc1NC(=O)COC(=O)Cc1c[nH]c2ccccc12 | -24 | -0.02 | 0.12
CN1C(=O)CC(N2CCC(c3nc4ccccc4[nH]3)CC2)C1=O (stereo not drawn) | · | 0.1 | 1.4
CNc1cc(CSc2ccc(Cl)cc2)nc(C)n1 | 18 | · | ·
Cc1cccc(C)c1NC(=O)c1c(C)nn(-c2ccccc2)c1Cl | -36 | -0.13 | -0.16

Brought forward from above: 2 compounds; new compounds follow.
SMILES | INS promoter inh | SDO1 yeast rescue | SDO1 yeast rescue Rescue 24 h
CNc1cc(CSc2ccc(Cl)cc2)nc(C)n1 | 18 | · | ·
Cc1cccc(C)c1NC(=O)c1c(C)nn(-c2ccccc2)c1Cl | -36 | -0.13 | -0.16
O=C(NCc1cccnc1)C1CCN(S(=O)(=O)c2cccs2)CC1 | · | 0.72 | 0.46
C/C(=N/NC(=O)c1ccco1)c1cccc(NC(=O)c2ccc(C)s2)c1 | -36 | 0 | -1.3
Fc1ccc(CSc2nnc(Cc3sc(-c4ccccc4)nc3-c3ccccc3)o2)cc1 | 39 | 0.48 | 0.74
COc1ccc(/C=C/c2ccncc2)cc1OC | 20 | -0.17 | -0.84
CCOC(=O)c1[nH]c(C)c(CN(CCc2ccc(OC)c(OC)c2)C(=O)CCCC(=O)O)c1C | ? | 1.4 | 1.6
O=C(/C=C/c1cccs1)N1CCN(c2ccc(O)cc2)CC1 | 43 | · | ·
O=C(COc1ccc(Cl)cc1Br)NNC(=O)C(=O)N1CCCCC1 | -62 | 0.22 | 0.02
Cc1ccnc(NC(c2ccccc2O)c2oc(CO)cc(=O)c2O)c1 (stereo not drawn) | -14 | · | ·
O=C1c2ccccc2C(=O)N1CCOCCN1C(=O)c2ccccc2C1=O | -21 | -0.59 | 0.48
Nc1ccc(S(=O)(=O)c2ccc(N)c(N)c2)cc1 | 0 | · | ·
O=C(NCc1cccs1)c1nc2ncccn2n1 | 41 | 3* | 3.5*
O=C(N/N=C/c1ccc(Br)s1)c1cccc([N+](=O)[O-])c1 | 2 | 1 | 1.5

Four structures from above, arranged by heavy-atom count, falling:
SMILES | INS promoter inh | SDO1 yeast rescue | SDO1 yeast rescue Rescue 24 h
CCOC(=O)c1[nH]c(C)c(CN(CCc2ccc(OC)c(OC)c2)C(=O)CCCC(=O)O)c1C | ? | 1.4 | 1.6
O=C1c2ccccc2C(=O)N1CCOCCN1C(=O)c2ccccc2C1=O | -21 | -0.59 | 0.48
O=C(NCc1cccnc1)C1CCN(S(=O)(=O)c2cccs2)CC1 | · | 0.72 | 0.46
COc1ccc(/C=C/c2ccncc2)cc1OC | 20 | -0.17 | -0.84

More structures:
SMILES | INS promoter inh | SDO1 yeast rescue | SDO1 yeast rescue Rescue 24 h
CC(C)C(=O)N1c2ccccc2NC2=C(C(=O)CCC2)C1c1ccc(N(C)C)cc1 (stereo not drawn) | 7 | -0.06 | -0.37
CC(Oc1ccccc1Cl)C(=O)N1CCOCC1 (stereo not drawn) | 16 | 0.14 | -0.26
O=[N+]([O-])c1ccc2ncnc(Nc3ccc4c(c3)OCCO4)c2c1 | 8 | · | ·
C=CCc1cccc(/C=N/NC(=O)CCC(=O)Nc2ccc(C)cc2)c1O | 0 | -0.04 | 1.8
CCOC(=O)CCCNC(=O)COC(=O)[C@@H]1CCCN1S(=O)(=O)c1ccc(Cl)cc1 | · | 0.14 | -0.96
O=S(=O)(c1ccc(Oc2ncnc3scc(-c4ccccc4)c23)cc1)N1CCOCC1 | 0 | -0.92 | -0.15
